GSH fluor: compound fluorescence on glutathione beads, profiling panel, artefact control, biophysical, 488/530 nm, flow cytometry | GSH beads flow cytometry, compound fluorescence 488/530 nm; hits give high values | fluorescence (KMESF) at 10 µM | AID 1776, 2009 | 190,000 compounds, 0.25% hits; in the data active = fluorescence above about 89;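 also: glutathione beads carrying GST-tagged Bcl family fusion proteins plus one bare bead set; values are compound well signal with DMSO vehicle wells as background; inactives centre near 16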
Avidin bead fluor: green autofluorescence of compounds with avidin beads – biophysical, 488/530 nm, flow cytometry, artefact control, profiling panel. compound fluorescence 488/530 nm; hits give high values. fluorescence (KMESF) at 10 µM. 220,000 compounds, 0.38% hits. AID 1775, 2009; in the data active = fluorescence above about 47; also: inactives centre near 10
Rac1 wt GTP bind: wildtype Rac1 GTP binding modulators, primary screen, biochemical, GST-Rac1 beads, flow cytometry, multiplex; fluorescent GTP binding; actives lie on both sides; 0 = cold GTP competed, 100 = untreated; Ras-related C3 botulinum toxin substrate 1 (Homo sapiens), P63000; GTP binding activity (% of control), % at 10 µM; AID 757, 2007; 190,000 compounds, 0.27% hits;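 active = GTP binding activity at least 20 points away from the 100% control level, either lower or higher; inconclusive = compound flagged as likely green fluorescent, judged across all proteins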
Rac1 mut GTP: GTP binding modulators of activated mutant Rac1, primary screen, biochemical, bead-based flow cytometry, multiplex, fluorescent GTP; Ras-related C3 botulinum toxin substrate 1 (Homo sapiens), P63000; GST-Rac1 activated beads; actives lie on both sides; 100% means binding = to untreated wells; percent activity (GTP binding), % at 10 µM; 190,000 compounds, 0.11% hits; AID 764, 2007;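 active = GTP binding at least 20 percentage points away from the 100% baseline, in either direction, so actives lie on both sides; inconclusive = Compound likely fluorescent itself, or too few beads counted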
Mcl1 Noxa PPI: Mcl-1/Noxa binding inhibitors, primary screen, biochemical, TR-FRET, 1536-well. Induced myeloid leukemia cell differentiation protein Mcl-1 (Homo sapiens), Q07820. TR-FRET Mcl-1/Noxa peptide binding, 2 h. inhibition, % at 21.7 µM. 220,000 compounds, 1.5% hits. AID 1022, 2008;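 active = compounds that cut the protein-peptide binding signal by more than 50% relative to plate controls in a single-dose test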;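 also: His-tagged Mcl-1 with rhodamine Noxa BH3 peptide and terbium anti-His antibody; 0% = Mcl-1 plus Noxa peptide wells and 100% = peptide-only wells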
Target sequence (Q07820 whole entry, looked up): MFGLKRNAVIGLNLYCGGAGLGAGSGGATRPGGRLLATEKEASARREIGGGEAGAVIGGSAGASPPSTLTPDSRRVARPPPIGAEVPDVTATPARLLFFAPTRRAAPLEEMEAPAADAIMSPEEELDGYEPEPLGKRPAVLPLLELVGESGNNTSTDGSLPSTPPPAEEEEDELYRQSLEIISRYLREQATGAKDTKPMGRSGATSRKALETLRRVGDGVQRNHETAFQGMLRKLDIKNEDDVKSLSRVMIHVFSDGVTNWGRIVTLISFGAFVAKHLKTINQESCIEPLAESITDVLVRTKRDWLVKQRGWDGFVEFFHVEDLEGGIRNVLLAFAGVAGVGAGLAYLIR
Cdc42 wt: modulators of GTP binding to wildtype Cdc42, primary screen, biochemical, multiplex bead flow cytometry, Bodipy-GTP. 190,000 compounds, 0.2% hits. GST-Cdc42 beads; actives lie on both sides. percent activity (GTP binding), % at 10 µM. Cell division control protein 42 homolog (Homo sapiens), P60953;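 active = percent activity GTP binding at least 20 points away from the 100% baseline, either down as inhibitor or up as activator; inconclusive = compound flagged as likely green fluorescent from well-wide comparison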;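 also: median bead fluorescence of bound Bodipy-FL-GTP at 100 nM; 0% = excess unlabeled GTP control and 100% = no compound control; below 100% means less GTP binding so inhibitor and above means activator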
Target sequence (P60953 whole entry, looked up): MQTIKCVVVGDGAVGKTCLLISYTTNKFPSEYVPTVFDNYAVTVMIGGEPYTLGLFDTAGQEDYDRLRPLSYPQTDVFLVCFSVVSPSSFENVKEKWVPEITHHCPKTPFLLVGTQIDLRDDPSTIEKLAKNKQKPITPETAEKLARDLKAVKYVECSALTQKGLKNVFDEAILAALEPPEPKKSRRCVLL
Rab7 wt GTP bind: modulators of GTP binding to Rab7, primary screen, biochemical, wildtype, multiplex bead flow cytometry. GST-Rab7 beads, fluorescent GTP binding; actives lie on both sides; untreated = 100%, excess cold GTP = 0%. AID 758, 2007. 190,000 compounds, 0.055% hits. GTP binding activity (percent of control), % at 10 µM. Rab7 GTPase wild type (dog), Bodipy-FL-GTP binding;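 active = fluorescent GTP binding to Rab7 beads changed by at least 20 points from the 100% baseline, either direction, mostly lower; inconclusive = compound itself probably fluorescent, or too few beads counted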;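 also: median green fluorescence of bound Bodipy-FL-GTP per Rab7 bead population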
Rab2A wt mod: modulators of GTP binding to Rab2A wildtype, primary screen, biochemical, dog, bead-based flow cytometry, multiplex; Ras-related protein Rab-2A (Canis lupus familiaris), P61105; GST-Rab2 wt beads, Bodipy-GTP binding; GTP binding activity, % at 10 µM; 190,000 compounds, 0.19% hits;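 active = GTP binding activity at least 20 points away from 100%, either lowered or raised; inconclusive = signal likely due to the compound's own green fluorescence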;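 also: 0% = beads with excess unlabeled GTP and 100% = no-compound control corrected for plate trend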
Pf gametocyte: late stage P. falciparum gametocyte viability inhibitors, primary screen, ATP luminescence, HTS; P. falciparum stage V gametocytes, 24 h; AID 743093, 2013; inhibition, % at 10.9 µM; 150,000 compounds, 0.065% hits;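 active = inhibition above the mean plus 3 SD of compounds within the control limits, set per campaign, cut at about 38% in these data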;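 also: 0% = DMSO wells and 100% = medium only without gametocytes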
Mcl1-Bid inh: Mcl-1/Bid binding inhibitors, primary screen, biochemical, TR-FRET, 1536-well | TR-FRET Mcl-1/Bid-Dy647 peptide binding | Induced myeloid leukemia cell differentiation protein Mcl-1 (Homo sapiens), Q07820 | AID 1021, 2008 | 220,000 compounds, 0.97% hits | inhibition, % at 21.7 µM;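 active = compounds that cut the binding signal by more than half at the single screening dose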;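 also: His-tagged Mcl-1 with europium anti-His antibody binding Bid BH3 peptide; 0% = Mcl-1 plus peptide wells and 100% = peptide-only wells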
HRas wt GTP: modulators of GTP binding to HRas wildtype, primary screen, biochemical, bead-based flow cytometry, multiplex; GTP binding activity, % at 10 µM; 190,000 compounds, 0.14% hits; GST-Ras wt beads, Bodipy-FL-GTP binding; actives lie on both sides; AID 759, 2007;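 active = GTP binding activity at least 20% away from the 100% baseline, either lowered as inhibitor or raised as activator; inconclusive = flagged as likely green fluorescent, judged across all proteins in the well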;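 also: 0% = unlabeled GTP competition control and 100% = no-compound control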
Target sequence (P01112 whole entry, looked up): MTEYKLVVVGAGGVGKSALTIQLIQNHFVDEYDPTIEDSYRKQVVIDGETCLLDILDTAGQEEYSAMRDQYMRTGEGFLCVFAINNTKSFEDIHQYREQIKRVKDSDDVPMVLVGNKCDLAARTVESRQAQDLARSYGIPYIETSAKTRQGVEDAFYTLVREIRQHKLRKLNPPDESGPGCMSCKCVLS
Starred values were filed as active, the others as inactive; ? = inconclusive; / = no result given. Rows are unselected, and some 3% of all compounds hit somewhere here.

Order of values – Cdc42 wt	Rac1 wt GTP bind	Mcl1-Bid inh	GSH fluor	Mcl1 Noxa PPI	Rab7 wt GTP bind	Rac1 mut GTP	Avidin bead fluor	Pf gametocyte	Rab2A wt mod	HRas wt GTP
CCCCNC(=S)NNC(=O)CCn1nc(C)c(Br)c1C
    101	101	-60	10	15	102	97	20	-7	100	103
Cc1cc(C)c2nc(-c3ccccn3)cc(C(=O)Nc3cc(C)on3)c2c1
    105	102	-9	15	9	103	98	7	-17	101	102
O=C1NC(=O)c2c(NC(=O)C3CCCO3)cccc21 (centres undefined)
    106	104	-12	19	3	101	100	6	-6	102	104
O=C(Nc1ccc(Cl)cn1)C1CCCN1S(=O)(=O)c1ccc(Cl)cc1 (centres undefined)
    100	106	7	17	5	102	101	7	/	102	100
CC(=O)Nc1ccc(S(=O)(=O)NCCc2ccccc2)cc1
    104	100	2	17	2	104	101	12	/	105	105
Cc1cccc(/C=C2\CCC(=C3SCCCS3)C2=O)c1
    99	99	-30	11	-4	102	99	10	/	98	100
COc1ccc(N(CC(=O)Nc2ccc(OC)cc2OC)S(=O)(=O)c2ccccc2)cc1
    90	90	-5	9	-3	97	91	19	-24	93	92
CC(=O)OCC1(C)CN(c2ccccc2)N(C(=O)c2ccc(C(C)(C)C)cc2)C1=O (centres undefined)
    93	95	-26	16	20	100	93	10	4	98	96
Cc1ccc(C(=O)NNC(=O)CSc2nnc(-c3ccncc3)n2C)cc1
    104	106	-3	14	0	96	100	20	19	99	102
O=C(Nc1ccc(-c2cn3c(n2)SCC3)cc1)c1ccc2ccccc2n1
    97	100	1	17	36	102	97	6	-6	99	97

Rewritten comma-delimited: 2 of the compounds above
smiles,Cdc42 wt,Rac1 wt GTP bind,Mcl1-Bid inh,GSH fluor,Mcl1 Noxa PPI,Rab7 wt GTP bind,Rac1 mut GTP,Avidin bead fluor,Pf gametocyte,Rab2A wt mod,HRas wt GTP
Cc1ccc(C(=O)NNC(=O)CSc2nnc(-c3ccncc3)n2C)cc1,104,106,-3,14,0,96,100,20,19,99,102
O=C(Nc1ccc(-c2cn3c(n2)SCC3)cc1)c1ccc2ccccc2n1,97,100,1,17,36,102,97,6,-6,99,97

Later entries:
Order of values – Cdc42 wt	Rac1 wt GTP bind	Mcl1-Bid inh	GSH fluor	Mcl1 Noxa PPI	Rab7 wt GTP bind	Rac1 mut GTP	Avidin bead fluor	Pf gametocyte	Rab2A wt mod	HRas wt GTP
Cc1ccc(-n2ncc(-c3nnc(SCC(=O)NC4CCCC4)o3)c2N)cc1C
    104	108	-9	46	5	104	98	6	8	101	103
O=C(COc1ccc(-c2ccccc2)cc1)NNC(=O)NC1CCCCC1
    97	97	-34	18	-12	105	94	5	12	99	101
CCOC(=O)/C(C)=N/NC(=O)c1ccc([N+](=O)[O-])cc1
    99	101	3	12	7	92	99	11	/	93	96
O=C(CN1CCN(c2ccc(F)cc2)CC1)Nc1cccnc1Cl
    99	99	-19	14	12	97	99	10	-27	96	98
Cc1ccc(OCCCSc2ncccn2)cc1C
    100	105	-10	17	-8	99	100	/	14	103	103
Cc1nn(CC(=O)NCc2ccccn2)c(C)c1[N+](=O)[O-]
    99	100	8	20	19	103	98	7	15	99	100
Cc1cc(OC2CCCCC2)nc(-c2ccccc2O)n1
    100	98	-4	22	-8	101	97	12	29	101	101
CCOc1ccc(NC2=C(Cl)C(=O)N(C3CCCCC3)C2=O)cc1
    92	103	-36	6	9	102	97	3	3	97	100
O=C(CCN1CCN(CC(=O)Nc2ccccc2F)CC1)Nc1ccccc1F
    106	109	-8	19	1	98	100	32	-7	101	99
CCCOc1ccc(Cc2c(Cl)nc(SC)nc2OC)cc1
    93	91	5	9	-3	91	87	7	-22	85	90

As a short view, some entries already given:
Order of values – Cdc42 wt	Rac1 wt GTP bind	Mcl1-Bid inh	GSH fluor	Mcl1 Noxa PPI	Rab7 wt GTP bind	Rac1 mut GTP	Avidin bead fluor	Pf gametocyte	Rab2A wt mod	HRas wt GTP
Cc1cc(OC2CCCCC2)nc(-c2ccccc2O)n1
    100	98	-4	22	-8	101	97	12	29	101	101
CCOc1ccc(NC2=C(Cl)C(=O)N(C3CCCCC3)C2=O)cc1
    92	103	-36	6	9	102	97	3	3	97	100
O=C(CCN1CCN(CC(=O)Nc2ccccc2F)CC1)Nc1ccccc1F
    106	109	-8	19	1	98	100	32	-7	101	99

Carrying on:
Order of values – Cdc42 wt	Rac1 wt GTP bind	Mcl1-Bid inh	GSH fluor	Mcl1 Noxa PPI	Rab7 wt GTP bind	Rac1 mut GTP	Avidin bead fluor	Pf gametocyte	Rab2A wt mod	HRas wt GTP
CC/C(=N\NC(=O)c1c[nH]c2ccccc12)c1cccs1
    94	98	-32	8	-11	97	98	5	24	95	96
COc1c(Cl)cc(C(=O)Nc2ccc(Cl)cn2)cc1Cl
    102	102	3	43	8	100	99	5	-9	99	104
CC1CCc2nc3ccccc3c(C(=O)OCC(=O)N3CCc4ccccc43)c2C1 (centres undefined)
    98	103	7	4	-55	101	99	2	/	97	102
Nc1nc2c(c3c1c(=O)oc1ccccc13)CCCCC2
    102	101	3	15	10	102	100	33	/	99	102
CCn1c(Cc2ccccc2)nnc1SCC(=O)Nc1nccs1
    103	101	-27	22	3	95	98	13	/	101	101
COC(=O)/C(=N/Nc1ccccc1C)Sc1nnc(C(O)c2ccccc2)n1-c1ccccc1 (centres undefined)
    101	106	-51	17	3	100	100	3	-12	97	98
CN(C)c1cccc(NC(=O)Cc2ccc(F)cc2)c1
    99	98	-7	35	17	98	96	14	/	98	98
Fc1ccc(NC(=S)N2CCSC2c2cccs2)cc1 (centres undefined)
    92	95	-46	10	1	94	93	13	-34	93	93
O=C(c1ccc(F)cc1)N1CCN=C1c1ccccc1
    102	104	-9	6	5	101	100	3	/	98	102
CCC(=O)c1ccc(N2CCOCC2)c(F)c1
    102	103	-7	21	-18	101	101	8	/	100	101
Cc1ccc(CNc2nc3ccccc3n3cnnc23)cc1
    106	109	-3	19	9	103	102	9	/	109	106
Cc1cc(C)n2nc(C(=O)NCc3ccccc3)cc2n1
    100	102	0	16	-2	101	100	32	/	102	101
CCCCN1C(=O)/C(=C/C=C2\N(C)c3ccccc3C2(C)C)SC1=S
    ?	?	-4	81	26	?	?	25	/	?	?
CCN(CC(=O)NC1CCCCC1)S(=O)(=O)c1ccc(Cl)cc1
    102	99	-2	14	6	98	97	35	-11	99	99
COC(=O)[C@@H](NC(=O)c1ccc(OC2CCN(Cc3ccccn3)CC2)cc1)C(C)C
    101	101	-29	17	-8	101	96	11	10	99	95
CCOc1ccc(/C=C2/SC(=S)N(n3c(C)ccc3C)C2=O)cc1
    94	98	-6	33	-9	99	97	28	/	98	96
O=C(COc1ccc([N+](=O)[O-])cc1)Nc1ccc(C(=O)NCc2cccnc2)cc1
    102	101	8	25	-1	100	100	6	-2	100	102
CC(C)c1ccc2occ(-c3nn[nH]n3)c(=O)c2c1
    101	104	-11	16	27	97	98	12	/	97	100
C1=CC2CC1CC2CN1CCN(Cc2ccccc2)CC1 (centres undefined)
    102	105	61*	25	-6	100	98	40	/	101	100
COc1ccc(C(c2nnnn2Cc2cccs2)N2CCN(c3ccccc3F)CC2)cc1 (centres undefined)
    105	110	-5	28	17	101	96	11	/	101	100
Cc1nc2c(C(=O)NCc3ccccc3Cl)c[nH]n2c(=O)c1Cl
    98	98	7	60	6	99	95	9	-8	98	99
CC(=O)Nc1c(S(=O)(=O)c2ccccc2)c2nc3ccccc3nc2n1Cc1ccccc1
    99	100	28	16	20	96	97	33	/	98	96
Cc1ccc2occ(CN3CCN(Cc4ccccc4)CC3)c(=O)c2c1
    99	96	20	31	/	95	96	9	/	98	97
CN(C)CCCNC(=O)c1ccc(Oc2ccccc2)cc1
    96	95	-10	23	-5	101	95	24	/	97	97
CC1=C(C#N)C(NC(=O)c2ccc(Cl)cc2)(C(F)(F)F)C(=O)N1 (centres undefined)
    104	105	1	14	8	99	101	11	2	101	102
COc1ccccc1NC(=S)N(Cc1ccc(C(=O)O)cc1)Cc1ccc(OC)c(OC)c1
    101	105	-25	16	17	100	101	10	-19	99	103
Nc1cccc(S(=O)(=O)c2ccc(N)c(N)c2)c1
    97	102	-42	13	21	108	97	7	8	100	93
O=c1c2c(C(F)(F)F)cc(C(F)(F)F)nc2[nH]n1-c1ccccc1
    99	104	15	89*	22	100	98	5	/	100	100
COc1cc(OC)cc(-c2nnc(N(C)C(=O)c3ccncc3)s2)c1
    97	101	-9	11	14	108	97	26	-7	101	100
CCS(=O)(=O)c1ccc2oc(SCC(=O)N3c4ccccc4CC3C)nc2c1 (centres undefined)
    102	102	-2	17	9	97	100	30	-10	99	101
Cc1cccc(C)c1NC(=S)N1CCCN(C)CC1
    97	98	-17	15	19	96	96	9	6	97	97
FC(F)(F)C1=CC(c2ccccc2)=NCCN1
    102	104	-24	23	88*	98	100	16	16	99	100
CCN1CCN(C(=O)C2CCN(Cc3cc(Cl)ccc3O)CC2)CC1
    101	107	-62	46	7	99	102	9	/	102	100
Cn1c(SCc2n[nH]c(=S)o2)nnc1-c1ccccc1
    105	105	-13	12	12	103	102	12	14	105	104
Cc1ccccc1CN(CC1CCC(C(=O)O)CC1)C(=S)Nc1ccccc1F (centres undefined)
    101	102	-28	15	18	98	96	6	-13	97	97
COC(=O)CC1C(=O)NCCN1C(=O)Nc1cccc(Cl)c1 (centres undefined)
    97	92	-20	20	-5	95	96	10	-21	97	96

High-throughput results (PubChem)
